Screening data deposited in PubChem by several laboratories.
Myeloid diff MLP: compounds promoting myeloid differentiation; ER-HoxA9 myeloid progenitors, lysozyme-GFP differentiation, flow cytometry; calls only at 10 µM; 360,000 tested, 1% active; AID 624256;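 active = normalized GFP-positive differentiation at or above the plate's own cutoff, the solvent-only control mean plus 3 SD; inconclusive = no clear call, values can overlap the other calls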;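 also: cells exposed to compound for four days before flow analysis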
Large T inhibition: SV40 large T antigen inhibitors, biochemical (AID 1903). inhibition, % at 20 µM; hits with a dose series show IC50 in µM. SV40 large T antigen ATPase/helicase inhibition assay; higher % means a stronger effect. 310,000 tested, 0.39% active; in the data active = a potency from the dose series; inconclusive = inhibition mostly from about 32% at the one dose, without a potency; inactive = the rest, 99 in 100 with inhibition below about 32%; also: strong numbers were not always called active
T cell modulator: modulates CD8 T cell binding to vesicles; 2C CD8+ T cell-vesicle binding, flow cytometry; active compounds read low; calls only at 7 µM; 330,000 tested, 0.068% active; AID 2052;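 active = response, share of CD8 T cells binding vesicles, and their 90th percentile fluorescence all below set limits, cut at about 80% in these data, passing the limit was not always enough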
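System: murine 2C transgenic CD8+ T lymphocytes; also added: QL9-loaded Drosophila micro-vesicles; times: binding 1.5 h at 37 °C; measured by: flow cytometry, PE anti-B7-1 (FL2) versus Alexa647 anti-CD8 (FL8), PFA-fixed; control set: Peptide-free naked vesicles (low) and QL9 vesicles with 0.7% DMSO vehicle (high)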
Salmonella PhoP GFP: PhoP-dependent GFP reporter repression – Salmonella Typhimurium, primary screen (AID 1863) | inhibition, % at 50 µM; hits with a dose series show IC50 in µM | 300,000 tested, 0.16% active | S. Typhimurium PhoP-regulated promoter GFP reporter, 4 h; higher % means a stronger effect;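 active = inhibition over 29.93%, a cutoff 3 SD above the screen mean, later confirmed by dose response; inconclusive = inhibition over 29.93% but no dose response follow-up; inactive = inhibition at most 29.93% or unconfirmed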;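 also: 0% = low Mg2+ inducing control and 100% = high Mg2+ repressing control; strong numbers were not always called active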
RSV antiviral HEp-2: inhibition of RSV-induced cytopathic effect – HEp-2 cells, primary 10 µM value included (AID 2391); HEp-2 cells, RSV-induced CPE inhibition; higher % means a stronger effect; CPE inhibition, % at 10 µM; hits with a dose series show IC50 in µM; 310,000 tested, 0.13% active; in the data active = a potency from the dose series; inconclusive = CPE inhibition mostly from about 23% at the one dose, without a potency; inactive = the rest, 99 in 100 with CPE inhibition below about 21%; also: strong numbers were not always called active
Rac1 GTP hydrolysis: MgcRacGAP GTPase-activating activity inhibitors, confirmation, biochemical, ADP Hunter fluorescence. MgcRacGAP-stimulated Rac1 GTP hydrolysis, ADP Hunter fluorescence; higher % means a stronger effect; GST-tagged Rac1 F28L mutant substrate. inhibition, % at 30 µM, or IC50 in µM where a hit was titrated. 340,000 tested, 0.6% active. AID 624330;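 active = first-screen hits whose inhibition reached a set limit at any dose in the follow-up dose series; inconclusive = inhibition above the set first-screen limit but never retested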;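 also: fluorescence reports GDP produced by GAP-driven GTP hydrolysis; strong numbers were not always called active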
bCat nuc transl: modulators of beta-catenin nuclear translocation | nuclear translocation activity, % at 5 µM | AID 1665 | 190,000 tested, 0.3% active | HeLa beta-catenin nuclear translocation, immunofluorescence imaging;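 active = nuclear translocation activity above 50% at 5 µM, with a well cell count of 50 or more; inconclusive = wells under 50 cells across six images, flagged as toxic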;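 also: per-cell ratio of nuclear to cytoplasmic median beta-catenin stain intensity; plate controls were DMSO negative control for no effect and GSK-3 inhibitor IX positive control for full effect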
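System: Human HeLa cells, endogenous beta-catenin | Compound dosing: 5 µM primary, 0.02–20 µM confirmation | Timing: 24 h compound exposure at 37°C, 5% CO2 | Measured by: Fluorescence imaging of beta-catenin antibody stain plus DAPI | Read-out basis: % activation of per-cell nuclear versus cytoplasmic median beta-catenin signal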
West Nile antiviral: inhibition of WNV-induced cytopathic effect – cell-based, CPE readout (AID 1621). West Nile virus-infected cells, CPE inhibition; higher % means a stronger effect. one-dose CPE inhibition, % at 10 µM; IC50 in µM for titrated hits. 290,000 tested, 0.02% active; in the data active = a potency from the dose series; inconclusive = CPE inhibition mostly from about 3.7% at the one dose, without a potency; inactive = the rest, 99 in 100 with CPE inhibition below about 2.2%; also: strong numbers were not always called active
WT yeast gro inh: growth inhibition of WT yeast, mitochondrial fusion screen; mitochondrial fusion phenotypic screen, WT strain; inhibition, % at 10 µM; 190,000 tested, 2.1% active; AID 1362; in the data active = inhibition above about 58%; tested in S. cerevisiae
WT yeast gro inh mutant strain: recorded beside WT yeast gro inh, whose call it bears; inhibition, %; mitochondrial fusion phenotypic screen, mutant strain inhibition
bCat nuc transl cell count 5 µM: also measured in bCat nuc transl; calls as there; cell count; measured here: cell count, cytotoxicity flag
T cell modulator vesicle-bound %: second read-out of T cell modulator, no call of its own (marks repeat the call); double positive events, %; measured here: CD8+ vesicle-bound cell fraction;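 binding gate set so that unloaded-vesicle control wells show 10% double positive cells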
Myeloid diff MLP GFP+ MAC1+ %: further read-out of Myeloid diff MLP, marked with its call; GFP+ MAC1+ double positive, %; measured here: differentiation confirmed by MAC1 staining
* marks the source's active call; other numbers are inactive results; i = inactive; ? = inconclusive; / = no result given.

Fields: bCat nuc transl cell count 5 µM, WT yeast gro inh mutant strain, RSV antiviral HEp-2, Myeloid diff MLP, Large T inhibition, Myeloid diff MLP GFP+ MAC1+ %, bCat nuc transl, T cell modulator vesicle-bound %, T cell modulator, WT yeast gro inh, West Nile antiviral, Salmonella PhoP GFP, Rac1 GTP hydrolysis
> CCc1c(C(=O)NNC(=S)NCC(C)C)csc1C
 : 1276, 18, -0.5%, i, -7%, 6.0, -0.7, 40, i, -13, -0.2%, 4%, 5%
> COc1ccc(/C=C/C(=O)Nc2cccc(S(=O)(=O)N3CCCC3)c2)cc1OC
 : 983, -5, 22%, i, 6%, 0.5, -1.2, 14, i, 6, -0.4%, 7%, 9%
> CN(C(=O)CSc1nnc(-c2cccs2)o1)C1CCS(=O)(=O)C1 (centres undefined)
 : 997, 0, 1.7%, i, 5%, 0.4, 0.4, 48, i, -5, 0.5%, -2%, 3%
> Cc1ccc2[nH]c(C)c(CCN(Cc3cccnc3)C(=S)NC(C)(C)C)c2c1
 : /, /, 1.2%, i, 6%, 0.7, /, 18, i, /, -0.3%, 7%, /
> CN(Cc1ccccc1)C(=S)NC(=O)c1cccs1
 : /, /, -1.1%, i, 28%, 0.3, /, 69, i, /, -0.8%, -4%, 6%
> Brc1ccc(CN2CCN(c3ccccc3)CC2)o1
 : /, /, 0.1%, i, 3%, 0.8, /, 30, i, /, -0.7%, 4%, ?
> CCOC(=O)C1=C(C)N(C)C(C)=C(C(=O)OCC)C1c1ccc(C(=O)OC)cc1
 : 1147, 12, 11%, i, 11%, 1.2, -1.8, 25, i, 19, 1.5%, 13%, 8%
> CCOC(=O)C(C)Sc1snnc1C (centres undefined)
 : /, /, -1.0%, i, /, 1.1, /, 12, i, /, -0.5%, /, 4%
> O=C(Nc1ccccc1)c1ccc(NCc2ccco2)c(S(=O)(=O)N2CCOCC2)c1
 : 1035, -9, 7.9%, i, 8%, 1.3, 4.1, 19, i, -19, 0.8%, 8%, 3%
> Cc1nccn1CCC(=O)Nc1ccc(Cl)cc1
 : 1114, -4, -1.1%, i, 6%, 0.1, 0.2, 48, i, -3, 2.5%, 6%, 15%
> COC(=O)c1ccc(NS(=O)(=O)c2cc(-c3cc(C)no3)ccc2OC)cc1
 : /, /, -2.1%, ?, 10%, /, /, 44, i, /, 3.1%, 3%, 12%
> CCC(C)NC(=O)C(Cc1ccccc1)NS(=O)(=O)c1ccc2c(c1)CCC(=O)N2 (centres undefined)
 : /, /, 1.1%, i, 7%, 1.3, /, 4, i, /, -0.1%, -6%, 8%
> O=C(CSc1nc(-c2ccco2)cc(C(F)(F)F)n1)NCCCN1CCOCC1
 : 1464, -4, -0.6%, i, 18%, 0.2, 1.3, 29, i, -8, -0.3%, 10%, -5%
> CN(C)c1ccc(/C=N/NC(=O)CCc2nc3ccccc3[nH]2)cc1
 : 1151, /, 1.9%, i, 12%, 0.6, -0.8, 35, i, /, 0.3%, -2%, 8%
> CSc1sc(C(=O)O)c2c1C(=O)CC(C)(C)C2
 : /, /, 0.9%, i, -2%, 1.2, /, 28, i, /, -0.3%, /, 4%
> O=C(NC(Cc1ccccc1)C(=O)O)/C(=C\c1ccco1)NC(=O)c1ccccc1 (centres undefined)
 : 825, -3, 1.9%, i, 11%, 0.9, 0.1, 29, i, -13, 0.4%, -6%, 10%
> N=c1oc2ccccc2cc1C(=O)Nc1ccc(F)cc1
 : /, /, 3.2%, i, 9%, 1.2, /, 30, i, /, 0.4%, -10%, -11%
> CN(C)CCNc1nc(S(=O)(=O)c2ccccc2)c(Cl)s1
 : 1118, 11, -0.5%, i, 7%, 0.3, -3.2, 20, i, 11, 0.2%, 2%, 5%
> c1ccc(-c2nnc3sc(Cc4cccs4)nn23)cc1
 : 1131, -13, 5.3%, i, 17%, 0.9, 0.2, 20, i, 15, -0.8%, 1%, 7%
> COc1cc(C(=O)Nc2cccc(-c3cn4cccnc4n3)c2)cc(OC)c1OC
 : 1137, -1, 2.7%, i, 9%, 0.6, -0.6, 37, i, 0, -0.1%, -5%, 7%
> O=C(Nc1nc(-c2ccccn2)cs1)c1cc(Cl)ccc1[N+](=O)[O-]
 : 1080, 55*, 1.3%, ?, 13%, /, -2.7, 40, i, 70*, 1.2%, 4%, -6%
> O=[N+]([O-])c1cccc(/C([O-])=C(/C(=S)Nc2cccc3ccccc23)[n+]2ccccc2)c1
 : 1032, 0, /, i, 21%, 0.1, 0.8, /, /, 4, 1.4%, 1%, 13%
> CC(C)Cc1nnc(NC(=O)CCC(=O)NC2CCCC2)s1
 : /, /, -0.2%, i, 12%, 0.9, /, 35, i, /, 1.6%, -2%, 5%
> Cc1ccc(C)c(Oc2cc(NC(=O)CCCn3nc(C)c([N+](=O)[O-])c3C)cc([N+](=O)[O-])c2)c1
 : 877, -2, 14%, i, 11%, 0.7, 7.6, 50, i, 17, -1.8%, -3%, 5%
> O=C(NCCn1ccc2ccccc21)c1ccc(S(=O)(=O)N2CCCCC2)cc1
 : 980, -6, 9.5%, i, -1%, 2.7, 0.0, 19, i, 13, 0.8%, 5%, 3%
> Cc1cc(Cl)ccc1OCC(=O)NCC(c1cccs1)N1CCOCC1 (centres undefined)
 : /, /, 11%, i, 26%, 0.3, /, 12, i, /, /, -1%, 6%
> COc1cc(C(=O)NC2CCCc3ccccc32)cc(OC)c1C (centres undefined)
 : /, /, 2.1%, ?, 14%, /, /, 30, i, /, 0.5%, 0%, 7%
> CCn1c(=O)cc(SCC(=O)NCc2ccco2)c2ccccc21
 : 432*, /, 2.8%, i, 15%, 3.2, 55*, 26, i, /, -0.1%, -4%, 1%
> O=C(N/N=C\c1cc(Br)ccc1O)c1ccc(S(=O)(=O)N2CCCCC2)cc1
 : 1108, 1, 13%, i, 3%, 2.7, -1.7, 16, i, -4, 1.4%, 5%, 7%
> Oc1ccc(N2CCN(C(=S)NCCc3ccccc3)CC2)cc1
 : 1263, 16, -2.8%, i, 8.7µM*, 0.4, 5.9, 59, i, 8, -0.1%, 3%, 26µM*
> CC(=O)Nc1nnc(SCC(=O)Nc2ccc(N3CCOCC3)c(Cl)c2)s1
 : 1320, /, 1.0%, i, 11%, 0.4, 1.5, 20, i, /, -0.1%, -7%, -4%
> O=C(CN1CCN(c2ccccc2F)CC1)c1ccc(O)cc1O
 : /, /, -0.2%, i, 11%, 0.4, /, 43, i, /, 0.2%, 1%, 10%
> CCc1ccc(S(=O)(=O)Nc2cc3c(cc2C)n(C)c(=O)n3C)cc1
 : /, /, 0.5%, ?, 19%, /, /, 22, i, /, 0.2%, -4%, 6%
> COc1cc(NC(=O)CN(C)S(=O)(=O)c2ccc(C)cc2)cc(OC)c1
 : 923, -5, 0.6%, i, 5%, 0.9, 0.9, 11, i, -10, -1.3%, 28%, 3%
> O=C(CSc1nc2c(c(C(F)(F)F)n1)CCc1ccccc1-2)NCc1ccco1
 : 660, -4, 0.8%, i, 8%, 1.9, -1.0, 21, i, -15, 0.5%, -4%, 20%
> CCOc1cccc(-n2nnnc2-c2ccc(OC)cc2)c1
 : 184*, -2, -0.4%, ?, 2%, /, 64*, 6, i, 20, 1.3%, 1%, -1%
> CCN(CC(=O)NCc1ccc(F)cc1)C(=O)CCNS(=O)(=O)c1cccc(C)c1
 : /, /, -0.1%, i, /, 1.2, /, 40, i, /, /, /, 4%
> CC(=O)NS(=O)(=O)c1ccc(NC(=O)C2c3ccccc3Oc3ccccc32)cc1
 : 1121, 10, -0.3%, i, 18%, 0.1, -0.2, 50, i, -4, -0.6%, -8%, 5%
> Cc1cc(Sc2nc(NC(C)C)nc(NC(C)C)n2)nc(Cl)n1
 : 945, -11, -1.8%, i, 15%, 0.6, 0.5, 61, i, 12, -1.4%, 1%, 0%
> O=C(CC12CC3CC(CC(C3)C1)C2)N1CCCOC1
 : 1021, 11, 1.4%, i, 0%, 0.4, -3.4, 15, i, 13, -0.2%, -1%, 1%
> Cn1cc(CNCc2ccc(OC(F)(F)F)cc2)c(-c2ccc3c(c2)OCCO3)n1
 : 963, -12, -0.5%, i, 8%, 0.3, 1.5, 14, i, -11, -1.2%, 4%, 10%
> CN1CCc2c(sc3c2C(=O)NC(c2cn(Cc4ccccc4)c4ccccc24)N3)C1 (centres undefined)
 : 873, 0, ?, i, 2%, 0.5, -0.2, 38, i, -6, 1.1%, 12%, 7%
> CCOC(=O)Nc1ccc(OCc2nnc3c4ccccc4c(C)nn23)cc1
 : 952, -7, 0.6%, i, 2%, 0.4, -0.6, 50, i, -2, 0.7%, 3%, 7%
> CCn1ncc(C2=NOC(C(=O)Nc3cccc(C(C)=O)c3)C2)c1C (centres undefined)
 : 1442, /, -0.8%, i, 13%, 0.7, 3.1, 56, i, /, -1.0%, 6%, 6%
> COc1ccccc1NC(=O)c1cn(C)c(=O)c2cc(OC)c(OC)cc12
 : 1122, 15, 2.0%, i, 11%, 0.8, -0.7, 60, i, 8, 0.0%, 3%, 9%
> CSCCC(NC(=O)c1cc([N+](=O)[O-])ccc1Cl)C(=O)O (centres undefined)
 : 1107, -18, 1.7%, i, 10%, 0.8, 0.7, 47, i, -40, 0.2%, -21%, 6%
> CC(=O)c1ccc(NC(=O)c2ccc3c(c2)C(=O)N(c2ccccn2)C3=O)cc1
 : /, /, 0.9%, i, 1%, 2.2, /, 11, i, /, -0.4%, 5%, 1%
> Cc1c(Cl)cccc1NC(=S)N(CCCN1CCOCC1)Cc1cccs1
 : 584, 13, 2.4%, i, 4%, 0.3, -6.3, 7, i, 31, -1.1%, 21%, 5%
> COC(=O)C1=NN(c2ccc(C)cc2)C2C(=O)N(c3ccccc3OC)C(=O)C12 (centres undefined)
 : 1315, /, 1.7%, i, 7%, 0.1, 0.2, 23, i, /, 0.3%, -10%, 5%
> Cn1c(CCNC(=O)c2ccccc2)nc2cc(NC(=O)C3CCCCC3)ccc21
 : /, -15, 0.8%, i, -9%, 6.3, /, 42, i, -1, 0.2%, -5%, 8%
> O=[N+]([O-])c1ccc(O)c(C(C#Cc2ccccc2)N2CCOCC2)c1 (centres undefined)
 : 1338, /, 9.2%, i, 25%, 0.1, 0.1, 33, i, /, -0.8%, -14%, 12%
